# High-throughput results as filed in PubChem BioAssay.
# RAM network inh: blocks the yeast RAM network; inhibition, % at 50 µM; S. cerevisiae dse1pr::URA3 reporter, 5-FOA growth OD615, 2 d; analog-sensitive cbk1-as2 kinase mutant strain; AID 868; 190,000 compounds, 1.8% hits;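 active = inhibition above a set limit, 3 SD over mean compound inhibition, cut at about 8.4% in these data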;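 also: 0% = DMSO-only wells with no growth and 100% = 10 µM 1-NA-PP1 full growth; inhibition rescues growth on 5-FOA so higher OD means more RAM inhibition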
# PPARg SRC1 recr: promotes SRC-1 coactivator recruitment by human PPARgamma; P37231; PPARgamma-SRC-1 coactivator recruitment biochemical assay; activation, % at 8 µM; 200,000 compounds, 0.41% hits; in the data active = activation above about 19%;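 also: 0% = DMSO and 100% = reference agonist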
# Target sequence (P37231 whole entry, looked up): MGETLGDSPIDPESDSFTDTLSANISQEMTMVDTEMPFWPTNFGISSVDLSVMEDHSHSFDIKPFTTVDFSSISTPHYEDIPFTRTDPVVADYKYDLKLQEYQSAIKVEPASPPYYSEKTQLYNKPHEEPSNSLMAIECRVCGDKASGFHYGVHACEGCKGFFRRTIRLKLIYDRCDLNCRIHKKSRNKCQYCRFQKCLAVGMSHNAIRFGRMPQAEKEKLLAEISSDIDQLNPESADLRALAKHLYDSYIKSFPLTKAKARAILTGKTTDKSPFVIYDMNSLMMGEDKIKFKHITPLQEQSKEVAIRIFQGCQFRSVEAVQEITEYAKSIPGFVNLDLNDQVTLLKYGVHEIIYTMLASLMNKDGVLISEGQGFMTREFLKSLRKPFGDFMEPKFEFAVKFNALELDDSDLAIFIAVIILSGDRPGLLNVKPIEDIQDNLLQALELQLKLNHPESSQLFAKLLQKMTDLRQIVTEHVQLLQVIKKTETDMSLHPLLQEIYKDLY
# PPARg SRC-3 ag: promotes SRC-3 coactivator recruitment by human PPARgamma | P37231 | biochemical PPARgamma/SRC-3 coactivator recruitment assay | activation, % at 8 µM | 200,000 compounds, 0.26% hits | AID 731; in the data active = activation above about 23%;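 also: 0% = DMSO and 100% = reference agonist; some compounds past the cut are filed as inactive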
# STAT1 inh: reduces IFN-gamma driven STAT1 reporter signal; inhibition, % at 5.5 µM; 200,000 compounds, 0.35% hits; NIH 3T3 STAT1-luciferase reporter, luminescence;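 active = inhibition above a set limit, the mean inhibition across all tested compounds plus 3 SD, cut at about 34% in these data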;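 also: 0% = IFN-gamma with DMSO and 100% = IFN-gamma with 300 µM nifuroxazide; values of inactives mirror those of a sister screen read the other way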
# TLR4 MyD88 comp: TLR4-MyD88 interaction inhibition in cells | O00206+Q99836 | HeLa CL3-4 TLR4/MyD88 BLA complementation, FRET ratio | inhibition, % at 8.4 µM | 200,000 compounds, 0.18% hits; in the data active = inhibition above about 25%;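 also: 0% = vehicle and 100% = reference inhibitor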
# STAT3 blocker: inhibitors of IL-6 induced STAT3 signaling; inhibition, % at 5.5 µM; U3A cells, IL-6 STAT3-luciferase reporter, luminescence; host cell line lacks STAT1; AID 862; 190,000 compounds, 0.89% hits;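 active = inhibition above the mean inhibition across all screened compounds plus 3 SD, cut at about 44% in these data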;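 also: 0% = DMSO only wells and 100% = 100 µM nifuroxazide control wells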
# S1P3 antagonist: antagonists of human S1P3 receptor; Q99500; CHO S1P3 NFAT-BLA reporter, FRET fluorescence, antagonist mode; inhibition, % at 4.98 µM; 170,000 compounds, 0.27% hits;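 active = inhibition above the plate cutoff, the mean inhibition of test wells on that plate plus 3 SD, cut at about 28% in these data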;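 also: cells challenged with S1P at its EC80 of 0.8 µM; blue over green emission ratio from cleaved BLA substrate after 4 h stimulation; 0% = S1P-stimulated wells and 100% = unstimulated DMSO-only wells; some compounds past the cut are filed as inactive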
# Target sequence (Q99500 whole entry, looked up): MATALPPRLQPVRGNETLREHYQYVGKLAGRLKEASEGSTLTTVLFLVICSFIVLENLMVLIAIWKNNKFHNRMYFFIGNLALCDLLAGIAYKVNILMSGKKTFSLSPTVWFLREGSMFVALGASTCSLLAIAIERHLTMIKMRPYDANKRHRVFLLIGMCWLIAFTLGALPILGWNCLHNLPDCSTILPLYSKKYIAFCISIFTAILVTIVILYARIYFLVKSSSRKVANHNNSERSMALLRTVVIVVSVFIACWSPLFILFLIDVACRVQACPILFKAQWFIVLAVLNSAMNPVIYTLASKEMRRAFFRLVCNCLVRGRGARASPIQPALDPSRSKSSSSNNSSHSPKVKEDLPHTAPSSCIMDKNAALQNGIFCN
# ROMK primary: modulates human ROMK potassium channel activity; P48048; Tet-inducible ROMK, thallium flux fluorescence; actives lie on both sides; B-score at 10 µM; 130,000 compounds, 2% hits; AID 1918;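 active = signal ratio slope over the read window, or its plate-corrected B-score, at least 3 SD from the plate mean, either direction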;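 also: B-score of the F/F0 ratio slope over 7 to 12 s after thallium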
# STAT3 activator: activators of IL-6 induced STAT3 signaling. U3A cells, IL-6 STAT3-luciferase reporter, luminescence; 100% = signal with IL-6 EC80 alone. activation (% of control), % at 5.6 µM. 190,000 compounds, 0.91% hits. AID 871;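 active = activation above the screen-wide mean of compound activation plus 3 SD, cut at about 130% in these data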;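 also: 0% = background luminescence of wells with medium and substrate only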
#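 Material: human STAT1-deficient U3A cells with stable STAT3-luciferase reporter / Probe or stimulus: IL-6 stimulus at 33 ng/mL final / Schedule: 1 h compound pre-exposure, 6 h IL-6 stimulation, 37 °C / Technique: luminescence / Read-out basis: percent of IL-6-only median luminescence / Control set: IL-6-only high control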
# PPARg SRC-2 ag: promotes SRC-2 coactivator recruitment by human PPARgamma; activation, % at 8 µM; 200,000 compounds, 0.34% hits; P37231; AID 1032; PPARgamma LBD-SRC-2 recruitment, biochemical; in the data active = activation above about 22%;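 also: 0% = vehicle and 100% = reference agonist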
# SRC2 TRFRET art: counter-screen for PPARgamma SRC-2 recruitment agonists: TR-FRET artefact | stronger effect = higher value | TR-FRET ratio at 8 µM | 200,000 compounds, 0.4% hits; in the data active = TR-FRET ratio above about 2000; also: inactives centre near 1500
# An asterisk follows results filed as active; x = no result given.
# Below each compound – RAM network inh	PPARg SRC1 recr	PPARg SRC-3 ag	STAT1 inh	TLR4 MyD88 comp	STAT3 blocker	S1P3 antagonist	ROMK primary	STAT3 activator	PPARg SRC-2 ag	SRC2 TRFRET art
> O=C(Nc1ccc(Cl)c(Cl)c1)Nc1ccc(N2CCCC2)c(S(=O)(=O)Nc2ccccc2Cl)c1
    4.8	-2	0	0	-5	-13	2	0.14	109	-4	1466
> Cn1cnnc1SCc1ccc(C#N)cc1
    1.4	-2	-8	11	-11	11	-4	0.0099	97	2	1540
> C/C(CCN1CCc2nc(-c3ccccc3)c(-c3ccccc3)cc2C1)=N\OC[C@@H](C)[C@H](OCc1ccccc1)C(C)C
    -0.4	4	2	-6	-10	-16	-2	-0.52	111	-3	1580
> O=S(=O)(c1ccccc1)N1CCN(C(=S)NCCCN2CCOCC2)CC1
    2.0	5	8	7	-10	4	-7	0.58	105	4	1627
> COc1ccc(-c2cnc(NCc3cc4c(cc3[N+](=O)[O-])OCO4)n2C)cc1
    1.3	-2	-2	-2	-1	0	-5	-2.7	98	-2	1638
> CCN(CC)C(=O)c1sc(NC(=O)c2cccs2)c(C#N)c1C
    -0.5	9	4	8	2	12	-5	-1.2	92	5	1711
> CCOC(=O)Nc1ccc(S(=O)(=O)N(C)C(C)C)cc1
    0.9	-3	-5	-6	3	0	x	-0.017	98	-5	1434
> CC(C)OC(=O)N(C)c1ccc(C(O)(C(F)(F)F)C(F)(F)F)cc1
    -0.1	-4	-1	-6	-8	9	x	0.38	98	-2	1721
> Cc1cccc(NC(=O)C2CCN(S(=O)(=O)c3c(C)[nH]c(=O)[nH]c3=O)CC2)c1
    4.8	6	4	-6	-11	6	-23	0.015	98	5	1997*
> Cc1ccc(C(C)C)c(OCCNS(C)(=O)=O)c1
    0.3	-3	-2	7	-2	-1	-15	x	103	-1	1303
> O=[N+]([O-])c1ccc(OCc2cnc(Cl)s2)c([N+](=O)[O-])c1
    -0.4	-7	-2	3	-1	11	-5	0.87	96	2	1607
> CN1C2C=C(N(CCc3c[nH]c4ccccc34)C(=O)c3ccc(Cl)cc3)CC1CC2 (stereo not drawn)
    1.1	-6	8	-11	2	-12	x	x	115	-9	1502
> CCOC(=O)NCc1ccc(Cl)c(Cl)c1
    0.9	3	0	2	1	9	-11	x	94	8	1529
> Cc1cc(C(=O)Nc2nc3c(s2)CCCC3)no1
    -0.3	3	5	-43	2	42	-3	x	67	-1	1684
> CC(=O)c1ccc(OC(=O)c2ccc(Br)o2)cc1
    2.5	9	2	-8	-1	3	-37	1	100	6	1621
> COc1cccc(OC)c1C(=O)NNC(=O)c1cccc(COc2ccc3c(c2)CCC3)c1
    1.0	0	15	26	-13	53*	x	x	55	12	1552
> CC1CCCN(S(=O)(=O)c2ccccc2[N+](=O)[O-])C1 (stereo not drawn)
    -0.1	6	4	4	-24	16	-9	0.071	85	0	1610
> Cc1cccc(N2C(=O)c3cccc(Oc4ccc(Cl)cc4)c3C2=O)c1
    3.5	6	0	-3	-2	4	4	0.59	99	8	1503
> CC1=C(C)CC(C(=O)Nc2ccc(C(N)=O)cc2)C(C(=O)O)C1 (stereo not drawn)
    0.4	-2	-9	4	7	4	x	0.61	96	0	1472
> COC(=O)c1ccc(NC(=O)c2c(C(=O)Nc3ccccc3)sc3nc(C)cc(=O)n23)cc1
    3.3	14	11	-6	0	-1	7	-0.78	102	18	1752
> CCCCN(C(=O)NC(=O)Nc1ccccc1OCC)S(C)(=O)=O
    -0.4	2	8	13	11	3	35	-0.39	105	5	1623
> Cc1ccc(NC(=O)C2CCCN2S(=O)(=O)c2ccc(F)cc2)c(C)c1 (stereo not drawn)
    -0.7	11	3	3	-7	-4	-1	x	105	-2	1530
> CCC(Oc1ccccc1)C(=O)Nc1nc2ccccc2[nH]1 (stereo not drawn)
    0.4	9	7	-17	-3	1	21	x	99	4	1635
> Cc1ccc(NC(=O)C(=O)NCCN2CCN(C(=O)C(c3ccccc3)c3ccccc3)CC2)cc1
    0.1	-7	3	-4	8	16	x	x	96	5	1527
> O=C(CSc1nc2ccccc2c(=O)[nH]1)Nc1ccc(C(=O)O)cc1
    4.2	-3	-5	-3	2	-11	-7	-0.77	110	-2	1511
> Cc1cccc(C(=O)N2CCN(c3ncnc4c3cnn4-c3ccccc3)CC2)c1
    2.5	3	0	10	-2	2	x	-1.1	99	7	1630
> Cc1cc(NC(=O)CSc2nc3c(c(=O)n2CCc2ccccc2)SC(C)C3)no1 (stereo not drawn)
    2.5	-1	-1	2	-9	4	-7	x	97	-2	1550
> COc1ccc(C(c2nnnn2C2CCCCC2)N2CCN(c3ccccc3)CC2)cc1 (stereo not drawn)
    x	9	-1	3	-21	14	36	x	97	4	1612
> COc1ccc(NC(=O)CSc2nnc(CNC(=O)c3ccco3)o2)c(OC)c1
    0.4	-3	0	2	0	1	x	0.68	99	1	1574
> c1csc(-c2nc3ccccn3c2NC2CCCCC2)c1
    0.2	0	3	1	1	15	-10	-2.1	89	4	1529
> Cn1c(=O)c2c(nc(SCC(=O)O)n2Cc2cc3c(cc2Cl)OCO3)n(C)c1=O
    0.1	5	-10	-6	-5	-11	x	1.9	106	-3	1434
> O=C(NCc1ccco1)C1(c2ccc(Cl)cc2)CCCC1
    1.8	8	2	6	5	2	x	x	99	10	1626
> O=C1CC(c2ccco2)CC(O)=C1C=NCCN1CCN(C2CC(=O)N(c3ccccc3)C2=O)CC1 (stereo not drawn)
    0.6	-4	-7	4	17	1	x	x	102	3	1484
> C=CCn1c(SCC(=O)Nc2cccnc2Cl)nnc1-c1ccc(C(C)(C)C)cc1
    0.6	-2	1	3	-8	-6	-29	-0.41	107	3	1728
> N#C/C(=N\Nc1ccc(F)cc1)C(=N)N1CCCCC1
    0.3	6	9	-59	-7	-1	x	-0.48	105	10	1639
> CC(Nc1nc(-c2ccc3c(c2)NC(=O)CO3)cs1)c1ccccc1 (stereo not drawn)
    0.4	2	5	-12	-21	6	-9	-0.071	95	4	1476
> CN1CCN(S(=O)(=O)c2ccc(Br)s2)CC1
    0.0	-2	-1	-3	7	-5	-39	0.027	107	9	1549
> O=C(Nc1cccc2c1CCCC2)C1CCN(C(=O)NC2CCCCC2)CC1
    6.7	7	-7	5	1	-2	10	-1.1	106	0	1487
> CCOC(=O)c1c(C)c(C(=O)NCC2CCCO2)c(C)n1CC (stereo not drawn)
    1.8	3	-3	-4	3	10	27	-0.17	97	7	1456
> COC(=O)CSc1nnc(-c2ccc(S(=O)(=O)N3CCCCC3)cc2)o1
    1.2	3	10	-3	4	6	1	-0.16	100	7	1660
> Cc1nc2c(C#N)cnn2c2c1CCN(Cc1ccccc1)N2C
    0.7	-5	3	3	-5	14	-9	-0.24	92	9	1425
> Cc1cccc(N(C(=O)Cc2cccs2)C(C(=O)NCc2ccco2)c2ccncc2)c1 (stereo not drawn)
    1.3	8	6	9	-3	-8	5	x	108	6	1720
> Cc1cccc(C)c1NC(=O)CCN1C(=O)C2C3CCC(C3)C2C1=O (stereo not drawn)
    0.5	2	6	4	7	24	x	x	89	10	1728
> Cc1cccc(Oc2ncnc3onc(C)c23)c1
    0.8	0	0	-2	7	2	x	x	103	2	1500
> COc1ccccc1CCC(=O)OCC(=O)Nc1ccc(S(N)(=O)=O)cc1
    2.3	6	1	-1	13	-1	3	-0.33	101	0	1873
> Cc1ccc(S(=O)(=O)NNC(=O)C2COc3ccccc3O2)cc1 (stereo not drawn)
    3.4	4	2	-3	9	-8	12	x	105	-2	1597
> Brc1ccc(-c2cn3c(n2)SCC3)cc1
    1.2	-1	-4	-69	2	28	2	0.21	78	-6	1369
> O=C(Cn1c(=O)oc2ccccc21)Nc1ccccc1N1CCOCC1
    2.1	4	1	7	1	4	-15	-0.14	101	4	1659
> COCCn1c(C)cc(C(=O)COC(=O)c2ccc(Br)o2)c1C
    0.2	-2	1	-7	-9	-2	2	0.099	105	1	1497
> COc1ccccc1NC(=O)C1C2C=CC(O2)C1C(=O)O (stereo not drawn)
    0.0	-6	-10	-7	0	10	-23	0.025	99	0	1371
> CCN1CCC2(CC1)N=C(c1ccc(F)cc1)C(=S)N2C(=O)c1ccc(C(C)(C)C)cc1
    1.0	-1	-3	-9	-3	-12	-8	x	105	2	1524
> CCOc1ccc(C)cc1-n1nc2ccccc2n1
    1.9	1	-3	-3	1	-2	x	x	103	12	1605
> Fc1ccc(C2=CC(c3ccc(Br)o3)n3ncnc3N2)cc1 (stereo not drawn)
    1.3	13	13	9	28*	5	28	-3.4*	95	16	1632
> CCOc1ccccc1NC(=O)Nc1cc(OC)ccc1OC
    2.7	5	5	1	0	18	-6	x	88	7	1727
> Cc1cccc(/N=C/c2c(O)[nH]c3ccccc23)n1
    3.6	3	-2	-64	-17	-8	15	-0.012	111	1	1670
> CNC(=O)OCc1cccc(COC(=O)NC)n1
    3.4	-4	10	-6	-7	6	-42	-0.3	96	12	1541
> Cc1sc2nc(SCC(=O)NCc3cccs3)[nH]c(=O)c2c1C
    0.9	5	17	-1	4	15	-20	x	91	6	1652
> CCOC(=O)Nc1ccc(S(=O)(=O)Nc2cc(C)on2)cc1
    1.2	1	-4	7	8	14	25	x	91	11	1703
> Cc1nnc(N2C(=O)C(O)=C(C(=O)c3ccco3)C2c2ccc(C(C)(C)C)cc2)s1 (stereo not drawn)
    2.1	31*	42*	-6	-1	3	x	x	97	28*	2126*
> CC(C)Cc1nn2c(N)c(/C=C3\C=Nc4ccccc43)c(=O)nc2s1
    5.5	3	1	-3	-1	22	1	-0.072	86	3	1409

# New compounds follow:
# Below each compound – RAM network inh	PPARg SRC1 recr	PPARg SRC-3 ag	STAT1 inh	TLR4 MyD88 comp	STAT3 blocker	S1P3 antagonist	ROMK primary	STAT3 activator	PPARg SRC-2 ag	SRC2 TRFRET art
> O=C(COC(=O)c1ccc(Cl)c(S(=O)(=O)N2CCCC2)c1)NC1CCCC1
    -0.9	1	-8	4	-7	8	13	x	97	-2	1382
> COc1ccc(C(=O)N/C(=C\c2ccccc2)C(=O)NC(CCSC)C(=O)O)cc1 (stereo not drawn)
    2.3	-2	-5	0	4	12	x	x	100	-3	1561
> CC(=O)C(N=Nc1ccccc1)(Sc1nnc(-c2ccccc2)n1-c1ccccc1)C(=O)Nc1ccccc1 (stereo not drawn)
    2.3	-4	5	3	-5	5	x	x	101	-2	1521
> Oc1c(Br)cccc1/C=N/Nc1c(F)c(F)c(F)c(F)c1F
    1.8	0	-2	5	-15	7	-1	0.22	95	0	1485
